Screens as filed in PubChem.
TLR9-MyD88 inh = blocks human TLR9 binding to MyD88 | Q9NR96+Q99836 | CHO BLA complementation TLR9-MyD88, CCF4 FRET ratio | inhibition, % at 4.98 µM | hit rate 0.21% among 340,000 | AID 504734;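 active means inhibition above the mean over all tested compounds plus 3 SD, cut at about 21% in these data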;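 further: 0% = DMSO only wells and 100% = clavulanate BLA inhibitor control wells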
NOD2-RIPK2 inh = blocks binding of human NOD2 to RIPK2 | inhibition, % at 4.98 µM | AID 624267 | hit rate 0.38% among 360,000 | O43353 | CHO BLA complementation NOD2-RIPK2, CCF4 ratio; in the data active means inhibition above about 21%;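 further: 0% = vehicle only and 100% = reference blocker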
TWEAK Fn14 block = inhibitors of TWEAK-Fn14 interaction signaling. TWEAK-stimulated Fn14 reporter cells, luciferase luminescence, 8 h. inhibition, % at 10 µM. hit rate 2% among 360,000. AID 1159606; in the data active means inhibition above about 50%
NCOA2 inhibitor = inhibits human steroid receptor coactivator 2. inhibition, % at 9 µM. AID 651957. hit rate 0.17% among 370,000. HEK293 GAL4-SRC2 luciferase reporter, luminescence;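 active means inhibition above the mean inhibition of all tested compounds plus 3 SD, set per campaign, cut at about 52% in these data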;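 further: 0% = DMSO treated cells and 100% = cells given Gossypol at 36 µM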
NR5A2 inv ag = suppresses constitutive activity of human LRH-1 | hit rate 0.13% among 360,000 | HEK293T StAR-luciferase reporter, LRH-1 transfected, 24 h | AID 602396 | O00482 | inhibition, % at 3.6 µM;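 active means inhibition above the mean inhibition of all tested compounds plus 3 SD, cut at about 73% in these data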;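 further: 0% = DMSO wells and 100% = reporter-only cells lacking LRH-1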
LMP1 NFkB inh = reduces LMP1-driven NF-kappaB luciferase signal | LMP1-induced NF-kappaB luciferase reporter cells, luminescence | hit rate 0.69% among 350,000 | inhibition, % at 12.5 µM; in the data active means inhibition above about 41%;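 further: 0% = neutral control wells and 100% = reference inhibitor control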
TRAIL sens C8 = caspase-8 TRAIL sensitization | NB7+C8 cells + TRAIL, ATPlite viability luminescence | inhibition (viability loss, TRAIL sensitization), % at 10 µM | hit rate 1% among 360,000 | AID 624354;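 active means compounds causing at least 50% loss of cell viability in the single-dose screen, relative to plate controls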
SRC1 inh = human NCOA1 inhibition | hit rate 0.12% among 360,000 | AID 588354 | HEK293 GAL4-SRC1 luciferase reporter, luminescence | inhibition, % at 3.6 µM | Q15788;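 active means inhibition above the campaign mean plus 3 SD, with each screening campaign given its own cutoff, cut at about 60% in these data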;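 further: 0% = DMSO treated cells and 100% = gossypol at 36 µM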
Target sequence (Q15788 whole entry, looked up, the tested form may be a part): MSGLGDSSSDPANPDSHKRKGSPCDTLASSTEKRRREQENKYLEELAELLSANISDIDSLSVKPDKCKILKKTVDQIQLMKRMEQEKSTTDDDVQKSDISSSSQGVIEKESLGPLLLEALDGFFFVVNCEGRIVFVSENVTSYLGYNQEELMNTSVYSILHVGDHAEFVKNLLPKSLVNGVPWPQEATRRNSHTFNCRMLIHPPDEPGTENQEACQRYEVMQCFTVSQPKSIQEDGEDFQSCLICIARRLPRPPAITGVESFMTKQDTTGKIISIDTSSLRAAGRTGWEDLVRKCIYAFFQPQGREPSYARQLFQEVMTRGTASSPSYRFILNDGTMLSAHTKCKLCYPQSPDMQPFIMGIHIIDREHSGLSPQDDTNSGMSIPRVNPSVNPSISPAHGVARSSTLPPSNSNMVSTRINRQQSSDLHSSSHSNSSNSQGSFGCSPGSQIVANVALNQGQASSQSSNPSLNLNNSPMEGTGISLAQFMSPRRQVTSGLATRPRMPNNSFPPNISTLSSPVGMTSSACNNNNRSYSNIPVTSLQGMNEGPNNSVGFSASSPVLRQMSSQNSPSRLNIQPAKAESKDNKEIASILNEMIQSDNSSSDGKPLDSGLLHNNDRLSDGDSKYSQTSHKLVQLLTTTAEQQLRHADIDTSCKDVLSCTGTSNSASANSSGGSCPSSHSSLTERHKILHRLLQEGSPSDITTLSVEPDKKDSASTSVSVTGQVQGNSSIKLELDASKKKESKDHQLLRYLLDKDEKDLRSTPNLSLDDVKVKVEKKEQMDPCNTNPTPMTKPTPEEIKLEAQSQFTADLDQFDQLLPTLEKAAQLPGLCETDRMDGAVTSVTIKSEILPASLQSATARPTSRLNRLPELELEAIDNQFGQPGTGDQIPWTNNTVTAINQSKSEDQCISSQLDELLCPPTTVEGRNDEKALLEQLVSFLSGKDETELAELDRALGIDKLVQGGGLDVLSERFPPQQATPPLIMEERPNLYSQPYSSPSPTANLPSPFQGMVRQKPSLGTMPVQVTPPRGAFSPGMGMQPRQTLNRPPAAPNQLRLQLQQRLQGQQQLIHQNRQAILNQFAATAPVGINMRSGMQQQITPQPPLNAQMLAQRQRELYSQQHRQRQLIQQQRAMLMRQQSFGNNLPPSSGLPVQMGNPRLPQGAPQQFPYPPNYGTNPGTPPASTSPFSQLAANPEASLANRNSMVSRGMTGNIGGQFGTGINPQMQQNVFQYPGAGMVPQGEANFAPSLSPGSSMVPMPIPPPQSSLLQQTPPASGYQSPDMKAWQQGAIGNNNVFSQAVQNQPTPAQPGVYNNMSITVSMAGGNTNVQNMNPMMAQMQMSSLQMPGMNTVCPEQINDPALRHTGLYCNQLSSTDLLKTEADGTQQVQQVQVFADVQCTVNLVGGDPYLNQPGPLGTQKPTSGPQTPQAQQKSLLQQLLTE
NCOA3 inh = inhibitors of human steroid receptor coactivator 3 (SRC3). inhibition, % at 3.6 µM. hit rate 0.17% among 360,000. AID 588352. HEK293 GAL4-SRC3 luciferase reporter, luminescence. Q9Y6Q9;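 active means inhibition above a per-campaign cutoff, the mean of all compounds plus 3 SD, cut at about 60% in these data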;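 further: 0% = DMSO-treated cells and 100% = gossypol-treated cells at 36 µM; higher means less SRC3-driven luciferase light from the GAL4 reporter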
COUP-TFII inh = inhibitors of human COUP-TFII (NR2F2); P24468; HEK293T NGFI-A luciferase reporter, luminescence; inhibition, % at 8.6 µM; hit rate 0.7% among 370,000; AID 686940;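 active means inhibition above a per-plate cutoff, mean inhibition of test wells between control levels plus 3 SD, cut at about 38% in these data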;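 further: cells cotransfected with COUP-TFII expression vector driving the NGFI-A reporter; 0% = median of COUP-TF2 test wells and 100% = reporter-only cells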
TROY NFkB inh = blocks TROY-dependent signaling in reporter cells. inhibition, % at 10 µM. AID 1347056. hit rate 0.98% among 360,000. Q293 LMP1-TROYcd NF-kB luciferase reporter, 4 h;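 active means compounds whose plate-normalised and pattern-corrected inhibition of the luciferase reporter signal at the single screening dose is 50% or more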
Starred values were filed as active, the others as inactive; . = not tested or not shown.

SMILES	TLR9-MyD88 inh	NOD2-RIPK2 inh	TWEAK Fn14 block	NCOA2 inhibitor	NR5A2 inv ag	LMP1 NFkB inh	TRAIL sens C8	SRC1 inh	NCOA3 inh	COUP-TFII inh	TROY NFkB inh
CC(C)CNC(=O)CN(c1cccc(Cl)c1)S(C)(=O)=O	2	5	-1	8	0	-8	-10	-12	8	13	6
CC(=O)c1cccc(NC(=O)CCCOc2ccc(C)cc2)c1	6	8	4	-7	12	-4	-2	-11	-3	6	3
Cc1cc(=O)[nH]c(SCC(=O)NCCc2ccccc2)n1	-3	-1	14	-8	19	-2	-4	6	-17	-3	18
CCC(C)/C(C)=N/NC(=O)CSc1nc2ccccc2[nH]1 (stereo unspecified)	-4	-11	-15	-23	-43	-3	-2	-14	-8	1	-4
COc1ccc2c(c1)C(=O)N(c1ccc(C)cc1)C(=O)C2	1	5	-22	-26	-7	-2	-10	1	-6	5	-59
COc1ccc(-n2c(COc3cccc4ccccc34)nnc2SCC(=O)NCc2ccco2)cc1	-9	2	6	5	13	-6	17	9	-8	15	-15
CC(=O)OC/C=C(\C)CCC=C(C)C	1	3	-8	25	-3	-8	20	5	-3	9	-2
Cc1c(NS(=O)(=O)c2ccc(Br)s2)c(=O)n(-c2ccccc2)n1C	-6	6	-14	-12	5	14	-5	12	9	-17	-11
O=C(NC1CCS(=O)(=O)C1)c1ccc(S(=O)(=O)N2CCCCC2)cc1 (stereo unspecified)	3	-9	-17	11	2	-4	-5	-4	2	7	-19
Cc1cc(CNC(=O)CC2C(=O)NCCN2Cc2ccccc2C(F)(F)F)nn1C (stereo unspecified)	-2	-8	4	-5	12	-3	2	-4	0	15	-4
CCCn1cc(NC(=O)c2cc(-c3ccccc3)on2)cn1	11	9	-58	-70	-44	16	16	-43	-31	-17	-46
COc1cccc2c(=O)c3c(cnn3C)n(C)c12	-4	-2	-28	-26	1	-7	-15	-5	6	9	-15
CC1Nc2ncnc(N3CCOCC3)c2N(Cc2ccccc2)C1=O (stereo unspecified)	0	2	-4	-7	6	-9	16	8	-6	2	2
c1cc(-c2ccc(N3CCOCC3)cc2)n2ccnc2c1	.	1	-21	-79	-26	.	19	-40	-46	-26	-49
O=C(NC1CCCCC1)c1ccc([N+](=O)[O-])cc1	-2	-2	-20	-28	-22	-3	0	-53	-36	-25	-32
O=c1ccc(S(=O)(=O)N2CCCC2)cn1Cc1ccc(Cl)cc1Cl	0	-4	11	24	-1	-3	14	11	-1	35	4
COc1ccc(C(C)NC(=O)Nc2ccc(C(C)=O)cc2)cc1OC (stereo unspecified)	-9	1	-10	-13	-56	-2	-11	-38	-32	-2	-8
CN(CC(=O)Nc1ccccc1C(F)(F)F)C(=O)C1CC1	-10	-9	2	0	1	0	-12	0	-6	30	-8
Cc1ccccc1C(=O)N1CCN(c2ccc(NC(=O)Cc3ccccc3)cc2)CC1	-2	-7	-18	-11	24	4	6	-1	13	13	9
CCOC(=O)c1c(C(C)(C)C)oc2ccc(O)cc12	6	10	9	.	16	-2	-11	0	-19	.	14
COc1ccc(S(=O)(=O)Nc2ccc(S(=O)(=O)N3CCCCC3)cc2)cc1	-4	0	5	-14	-19	2	11	-41	-10	7	10
O=c1oc(-c2cccs2)nc2ccc(Br)cc12	-12	3	11	-8	-16	-6	4	7	-5	-22	-17
Cc1ccc(-n2nnnc2SCC(=O)Nc2cc(C)on2)c(C)c1	-7	-1	6	10	-21	1	-4	8	-18	8	5
CCOc1ccc(C(=O)Nc2cccc(-n3cnnn3)c2)cc1OCC	-6	-9	0	4	0	0	-7	-11	-8	-12	13
COc1cc(NC(C)=O)ccc1NC(=O)c1cc2ccccc2o1	-1	6	-25	-24	-26	-6	9	-40	-73	-9	-48

An excerpt from above in order of SMILES length, largest number first.
SMILES	TLR9-MyD88 inh	NOD2-RIPK2 inh	TWEAK Fn14 block	NCOA2 inhibitor	NR5A2 inv ag	LMP1 NFkB inh	TRAIL sens C8	SRC1 inh	NCOA3 inh	COUP-TFII inh	TROY NFkB inh
Cc1cc(CNC(=O)CC2C(=O)NCCN2Cc2ccccc2C(F)(F)F)nn1C (stereo unspecified)	-2	-8	4	-5	12	-3	2	-4	0	15	-4
CCOc1ccc(C(=O)Nc2cccc(-n3cnnn3)c2)cc1OCC	-6	-9	0	4	0	0	-7	-11	-8	-12	13
O=C(NC1CCCCC1)c1ccc([N+](=O)[O-])cc1	-2	-2	-20	-28	-22	-3	0	-53	-36	-25	-32
c1cc(-c2ccc(N3CCOCC3)cc2)n2ccnc2c1	.	1	-21	-79	-26	.	19	-40	-46	-26	-49
COc1cccc2c(=O)c3c(cnn3C)n(C)c12	-4	-2	-28	-26	1	-7	-15	-5	6	9	-15

3 compounds from above, ordered by their value in TWEAK Fn14 block, highest first.
smiles,TWEAK Fn14 block
O=c1oc(-c2cccs2)nc2ccc(Br)cc12,11
COc1ccc(C(C)NC(=O)Nc2ccc(C(C)=O)cc2)cc1OC (stereo unspecified),-10
COc1cc(NC(C)=O)ccc1NC(=O)c1cc2ccccc2o1,-25

New compounds follow
SMILES	TLR9-MyD88 inh	NOD2-RIPK2 inh	TWEAK Fn14 block	NCOA2 inhibitor	NR5A2 inv ag	LMP1 NFkB inh	TRAIL sens C8	SRC1 inh	NCOA3 inh	COUP-TFII inh	TROY NFkB inh
CC1CCC2(CC1)NC(=O)N(CC(=O)c1ccc3c(c1)OCO3)C2=O (stereo unspecified)	-1	-3	-4	-18	15	-9	10	-5	11	-13	2
COc1ccc(NC(=S)N2CCN(C/C=C/c3ccccc3)CC2)cc1	-16	-11	13	-6	16	7	-8	7	18	1	10
CC(=O)c1ccc(Nc2nc3ccccc3nc2NS(=O)(=O)c2cccs2)cc1	10	-4	26	4	-5	26	0	-24	1	8	49
Cc1ccc(Nc2cccccc2=O)cc1	0	0	-18	-60	-86	-22	10	-50	-39	-13	-71
Cc1cc(C(=O)CSc2ccc(F)cc2)cc(C)c1O	1	-7	9	-32	-63	3	-10	-42	-66	-27	-42
COc1ccc(OC)c(S(=O)(=O)CC(O)COc2ccccc2Cl)c1 (stereo unspecified)	-2	4	-1	-2	-12	-2	-13	-11	-5	11	-1
CCCN(CCO)Cc1ccc2ccccc2c1	-3	-15	-4	3	5	-4	-28	3	26	4	-7
CCOC(=O)CCc1c(C)c(C#N)c2[nH]c3ccccc3n2c1=O	-4	-2	0	-1	8	-4	-8	-7	22	0	12
O=C(CN1CCN(Cc2ccccc2)CC1)N/N=C/C=C/c1ccco1	2	0	-3	5	5	-5	-1	-8	-6	-3	0
CCCCN(C(=O)c1ccc([N+](=O)[O-])o1)c1c(N)n(CC(C)C)c(=O)[nH]c1=O	-3	-10	17	-7	19	6	-11	-2	5	-6	7
COc1ccc(-c2cc(C(=O)NCCCn3ccnc3)no2)cc1OC	1	1	-6	-11	9	-5	-5	-18	17	3	0
O=C(NCCc1ccccc1)C1CCC(=O)N(Cc2cccc(C(F)(F)F)c2)C1 (stereo unspecified)	-9	-6	3	6	-6	0	10	4	-20	5	5
CC(=O)c1ccc(NC(=O)COC(=O)c2ccccc2Nc2ccccc2)cc1	-1	1	-3	-38	4	2	-7	-13	-6	-1	-2
O=C(CCNC(=O)c1ccc([N+](=O)[O-])cc1)Nc1cccc(S(=O)(=O)N2CCCCC2)c1	1	-8	4	-15	-13	7	-10	10	-5	14	21
Cc1ccc(S(=O)(=O)N2[C@@H](c3ccccc3)C(C(=O)O)=CC[C@H]2c2ccc(C(C)C)cc2)cc1	-6	-8	14	17	-2	3	22	7	-2	3	22
CCOc1ccc(COC(=O)C2CC(=O)N(CCc3ccccc3)C2)cc1OC (stereo unspecified)	2	-5	0	-17	-10	-13	1	2	1	-22	8
CCOc1ccc(CN(C(=O)c2cc3ccccc3oc2=O)C2CCS(=O)(=O)C2)cc1 (stereo unspecified)	7	5	-18	-39	-64	-43	-5	-51	-21	-23	-39
COC(=O)c1cc(NC(=O)Nc2cc(OC)ccc2OC)cc(C(=O)OC)c1	3	-3	7	-4	3	-2	16	8	2	0	-30
N#Cc1c(-c2ccc(Br)cc2)nc2n(c1=O)CCCS2	0	-5	-17	6	-2	-26	6	-9	-8	10	6
COc1cc(NC(=S)N2CCOCC2)c(OC)cc1Cl	.	-13	-14	1	2	-4	2	-8	1	10	-38
Cc1ccc(C(=O)NCC(=O)Nc2ccc3c(c2)CCC3)cc1C	-9	1	-18	2	10	-9	-11	-6	-9	14	-42
CC(C)CN(C(=O)c1ccc(=O)n(C)n1)c1nc2ccccc2s1	-3	12	-51	-25	-46	-18	7	-30	-31	-39	-63
Cc1cc2nc(CCN(C(=S)NCC(C)C)C3CCCC3)[nH]c2cc1C	0	-2	-3	-18	-4	-19	-41	15	12	21	-4
Cc1noc(NS(=O)(=O)c2ccc(N/C=C\C(=O)c3ccc(Br)cc3)cc2)c1C	1	4	-13	-25	-27	-1	3	-4	-30	4	-29
COc1ccc(CN2C(=O)CN(S(C)(=O)=O)CC2(C)C(=O)Nc2ccc3c(c2)OCCO3)cc1OC (stereo unspecified)	.	9	.	5	21	.	-39	.	.	6	.
CS(=O)(=O)n1nc(-c2ccc(Cl)cc2)nc1SCc1ccccc1	1	6	-28	-54	-40	-12	15	-49	-64	-28	-24
COc1cccc(/C=N/NC(=O)CNC(=O)C2COc3ccccc3O2)c1O (stereo unspecified)	7	-1	3	32	32	-1	44	32	29	-1	-27
Cn1c(=O)c2c(nc(N/N=C/c3cccnc3)n2Cc2ccc(F)cc2)n(C)c1=O	3	-6	-10	19	2	-9	2	-12	16	2	-25
O=C(c1cc(C(=O)N2CCN(c3ccc(F)cc3)CC2)cc([N+](=O)[O-])c1)N1CCN(c2ccc(F)cc2)CC1	-12	-1	-4	33	32	17	36	12	14	58*	21

An excerpt of these results, field by field.
CS(=O)(=O)n1nc(-c2ccc(Cl)cc2)nc1SCc1ccccc1
- TLR9-MyD88 inh: 1
- NOD2-RIPK2 inh: 6
- TWEAK Fn14 block: -28
- NCOA2 inhibitor: -54
- NR5A2 inv ag: -40
- LMP1 NFkB inh: -12
- TRAIL sens C8: 15
- SRC1 inh: -49
- NCOA3 inh: -64
- COUP-TFII inh: -28
- TROY NFkB inh: -24
COc1cccc(/C=N/NC(=O)CNC(=O)C2COc3ccccc3O2)c1O (stereo unspecified)
- TLR9-MyD88 inh: 7
- NOD2-RIPK2 inh: -1
- TWEAK Fn14 block: 3
- NCOA2 inhibitor: 32
- NR5A2 inv ag: 32
- LMP1 NFkB inh: -1
- TRAIL sens C8: 44
- SRC1 inh: 32
- NCOA3 inh: 29
- COUP-TFII inh: -1
- TROY NFkB inh: -27

These rows are one share of the data; count on the stated rates, not on these rows.
